Screens deposited in PubChem BioAssay by Broad Institute.
ARNT TACC3 PPI: disruptors of human ARNT/TACC3 interaction. Q9Y6A5. AlphaScreen His-ARNT PAS-B/GST-TACC3 binding, luminescence; TACC3 fragment carries E629A point mutation. inhibition, % at 9.99 µM. 0.66% of 390,000 active;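 active = mean inhibition of replicates at least 50% and at least half of replicates each reaching 50%; inconclusive = half or more replicates reach 50% but mean below 50%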;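 note: 0% = complete ARNT plus TACC3 wells and 100% = ARNT alone without TACC3; many hits fall short of the cut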
PglD inh: inhibitors of Campylobacter jejuni PglD acetyltransferase. 0.098% of 360,000 active. AID 602405. inhibition, % at 12.5 µM. purified PglD enzyme, DTNB colorimetric CoA detection; in the data active = inhibition above about 16%, passing the limit was not always enough; inconclusive = no clear call, values can overlap the other calls; note: strong numbers were not always called active
E-selectin induc: induces E-selectin expression in human endothelial cells; P16581; HUVEC E-selectin immunofluorescence imaging; normalized: neutral wells 0, TNF-alpha wells 100; activation, % at 7.58 µM; 0.37% of 260,000 active;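 active = mean E-selectin-positive cell signal at least 10% of the positive control, reached in at least 60% of replicates, without over 20% cell loss; inconclusive = no rule given, readout overlaps actives, possibly toxicity-flagged; inactive = the rest, including those meeting only one limit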;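 note: in these data hits start at about 27%; measured in HUVEC primary endothelial cells; signal is the percent of cells scored E-selectin positive by PE staining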
Target sequence (P16581 whole entry, looked up): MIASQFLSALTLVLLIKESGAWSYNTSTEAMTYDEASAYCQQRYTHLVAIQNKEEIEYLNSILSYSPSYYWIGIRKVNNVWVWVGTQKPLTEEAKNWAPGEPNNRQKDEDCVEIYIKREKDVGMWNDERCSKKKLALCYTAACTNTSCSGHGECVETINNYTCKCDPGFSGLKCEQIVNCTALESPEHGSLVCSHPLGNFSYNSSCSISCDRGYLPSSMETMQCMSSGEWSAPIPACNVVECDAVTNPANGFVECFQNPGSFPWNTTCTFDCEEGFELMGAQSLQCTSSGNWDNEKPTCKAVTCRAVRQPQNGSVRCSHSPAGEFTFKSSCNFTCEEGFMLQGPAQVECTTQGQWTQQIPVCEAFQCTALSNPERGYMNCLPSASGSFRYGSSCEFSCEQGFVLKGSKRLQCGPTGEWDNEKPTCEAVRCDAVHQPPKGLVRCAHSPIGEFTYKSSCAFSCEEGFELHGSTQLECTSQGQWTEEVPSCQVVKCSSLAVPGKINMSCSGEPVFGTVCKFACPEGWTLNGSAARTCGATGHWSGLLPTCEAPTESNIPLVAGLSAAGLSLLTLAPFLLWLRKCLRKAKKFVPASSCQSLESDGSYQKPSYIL
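System: HUVEC / Compound: single concentration / Signal: immunofluorescence imaging / Read-out: percent E-selectin-positive cells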
ERp5 block: inhibitors of human ERp5 | ERp5 insulin aggregation, absorbance 650 nm, 90 min | Q15084 | 0.05% of 350,000 active | inhibition, % at 9.99 µM;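 active = mean replicate inhibition above about 25%, with every replicate also reaching it, limit read from the data, passing the limit was not always enough; inconclusive = only one of those two criteria met; inactive = neither criterion met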
RAD52 inh: blocks human RAD52 DNA annealing. inhibition, % at 18.7 µM. 0.46% of 360,000 active. recombinant RAD52 DNA annealing, FRET fluorescence;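 active = every replicate showing at least 50% inhibition; inconclusive = mean inhibition at least 50% but not in every replicate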
RAD54 branch: RAD54 (human) branch migration inhibition. Q92698. RAD54 Holliday junction branch migration, FAM/BHQ fluorescence. inhibition, % at 10.4 µM. 0.14% of 360,000 active;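 active = mean normalized replicate activity at least 40 and at least half of replicates scoring 40 or more; inconclusive = only one of the two criteria met; inactive = mean below 40 and under half of replicates reaching 40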;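 note: 0% = median of neutral control wells and 100% = median of positive control wells; inhibitors cause a drop in the FAM fluorescence signal; in these data hits start at about 50%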
esBAF inh: blocks esBAF chromatin remodeling in mouse ES cells. 2% of 350,000 active. Bmi1-luciferase knock-in reporter, 24 h; 100% = twice the neutral-well signal. reporter increase, % at 12.5 µM; in the data active = activation above about 40%; inconclusive = no clear call, values can overlap the other calls;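 note: 0% = median of the plate's neutral control wells and 100% = double that signal; a rise in the Bmi1 reporter signal indicates esBAF inhibition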
CASP6 VEID inh: blocks human caspase-6 cleavage activity; 0.53% of 350,000 active; inhibition, % at 12.5 µM; purified caspase-6, Z-VEID-R110 cleavage fluorescence; AID 686996; P55212;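 active = mean inhibition across replicates at least about 35%, with every replicate also reaching that limit, limit read from the data; inconclusive = only one of the two criteria met; inactive = neither criterion met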;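 note: 0% = median of neutral control wells and 100% = no fluorescence left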
Target sequence (P55212 24-179 limits assumed): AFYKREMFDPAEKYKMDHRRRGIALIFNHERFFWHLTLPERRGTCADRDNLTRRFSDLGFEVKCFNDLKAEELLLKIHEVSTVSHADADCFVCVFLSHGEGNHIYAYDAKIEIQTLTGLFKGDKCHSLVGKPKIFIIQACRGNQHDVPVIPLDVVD
Target sequence (P55212 194-293 limits assumed): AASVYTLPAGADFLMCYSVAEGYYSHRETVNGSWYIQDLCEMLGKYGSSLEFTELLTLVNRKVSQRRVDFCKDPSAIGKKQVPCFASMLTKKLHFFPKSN
The depositor's hits bear a star; u = inconclusive; x = no result given.

SMILES | ARNT TACC3 PPI | PglD inh | E-selectin induc | ERp5 block | RAD52 inh | RAD54 branch | esBAF inh | CASP6 VEID inh
CC1(C(=O)NS(=O)(=O)c2cccc(OC(F)F)c2)CCN1C(=O)C1CC1 (centres undefined) | x | 2 | -0.1 | 7 | 3 | 6 | -2 | 0
O=C(Nc1ncnc2sc3c(c12)CCCCC3)c1ccc(F)cc1 | 0 | 0 | x | x | x | -1 | -5 | x
C/C(=N\NC(=O)CCn1nnc2ccccc21)c1ccco1 | -15 | 2 | -2.9 | 2 | 2 | -8 | 2 | -2
O=C(NCC1CCCO1)C(c1ccncc1)N(Cc1cccs1)C(=O)CN1C(=O)c2ccccc2S1(=O)=O (centres undefined) | 0 | x | x | 2 | -17 | x | -13 | 5
CC(C)NC(=O)Nc1cccc2c1O[C@H](CN(C)S(=O)(=O)c1cn(C)cn1)[C@@H](C)CN([C@H](C)CO)C2=O | -2 | -4 | x | 9 | -19 | 6 | 5 | 2
O=C(Nc1ccc(C(F)(F)F)cc1)N[C@@H]1CC[C@@H](CCn2cc(C3(O)CCCC3)nn2)O[C@@H]1CO | 11 | 3 | -0.1 | -1 | -4 | -4 | 18 | -3
CN(C)S(=O)(=O)N1CCN(C(=O)N(c2ccccc2)c2ccccc2)CC1 | -5 | -2 | x | x | x | 1 | 1 | x
C[C@@H]1CCCCO[C@@H](CN(C)Cc2ccc3c(c2)OCO3)[C@H](C)CN([C@H](C)CO)C(=O)c2cc(NS(=O)(=O)c3ccc(Cl)cc3)ccc2O1 | 9 | 3 | x | 0 | 36 | 2 | -10 | -3
CCCN1[C@@H]2Cn3c(ccc(-c4ccccc4OC)c3=O)[C@H]1[C@@H](C(=O)NCc1ccccn1)[C@@H]2CO | 2 | 0 | -0.5 | 0 | -6 | 4 | -6 | -1
COc1ccc2c(c1)CCc1c(C(=O)N3CCCC3)noc1-2 | 4 | -5 | x | x | x | 2 | 38 | x
COC(=O)c1cc2c(c3c4ccccc4n(S(=O)(=O)c4cccc(C)c4)c13)C(=O)N(C)C2 | x | x | 1.0 | 0 | -43 | x | x | -1
Cc1ccc(Oc2nsnc2N2CCOCC2)cc1 | -8 | -3 | x | x | x | 3 | 11 | x
CC(=O)Nc1ccc(S(=O)(=O)Oc2ccc(Br)cc2C(=S)N2CCOCC2)cc1 | 2 | -1 | -0.1 | -1 | 3 | 0 | -7 | 4
COCCN(C(=O)CCC(=O)Nc1nccs1)C(C(=O)NCCC(C)C)c1ccc(F)cc1 (centres undefined) | x | -3 | x | 0 | -4 | -2 | -12 | -7
COc1cc(CNC(=O)OCC(C)C)cc(OC)c1OC | 0 | -8 | x | -1 | 4 | -15 | -4 | -1
Cc1ccc(S(=O)(=O)NCC(=O)OCC(=O)N(C)C2CCS(=O)(=O)C2)cc1 (centres undefined) | -4 | 3 | x | 5 | -11 | -13 | x | -1
Cc1c(Cl)cccc1Nc1nc(NCCO)c2ccccc2n1 | 29 | -1 | x | 1 | -3 | 6 | 6 | 0
c1coc(CNCCCN2CCOCC2)c1 | -3 | -3 | x | x | x | -1 | -1 | x
CS(=O)(=O)N1CCCC(C(=O)NCCc2ccccc2)C1 (centres undefined) | -2 | -1 | x | x | x | 1 | 4 | x
CNC[C@@H]1OCCCC[C@@H](C)Oc2ccc(NC(=O)Cc3ccccc3)cc2C(=O)N([C@H](C)CO)C[C@@H]1C | 4 | 1 | -0.1 | 0 | -9 | 1 | 1 | 0
O=C1N/C(=C/c2cccn2-c2ccccc2)C(=O)N1c1cccc(Cl)c1 | 0 | -3 | 0.2 | x | x | 2 | x | x
CCCC#Cc1ccc2c(c1)O[C@@H](CN(C)S(=O)(=O)c1cccc(F)c1)[C@H](C)CN([C@H](C)CO)S2(=O)=O | 1 | 1 | -0.3 | -1 | -3 | 5 | 7 | -2
CC(=O)c1c(C)[nH]c(C(=O)OCc2cccc(C)c2)c1C | x | 4 | -0.1 | -2 | -19 | 4 | 54* | -3
Cc1cc(C)n(-c2nc3ccccc3c(=O)n2OCCOc2ccccc2)n1 | -3 | -8 | x | x | x | 4 | 2 | x
Cn1nnnc1SCC(=O)Nc1ccc(Br)cc1Br | 2 | -1 | x | -8 | -6 | 1 | 8 | 1
CCOC(=O)Cc1csc(NC(=O)Nc2cccs2)n1 | 11 | -4 | 0.4 | 0 | -8 | -4 | u | 4
COCCNC(=O)[C@H]1[C@H](CO)[C@H]2Cn3c(ccc(C4=CCCCC4)c3=O)[C@@H]1N2C(=O)C1CC1 | 3 | 0 | -0.2 | -6 | -20 | 3 | -6 | 1
COc1ccc(S(=O)(=O)N2CCC(C(=O)NC3CC3)CC2)cc1 | -2 | -1 | x | -1 | 9 | 7 | 2 | 2
Cc1ccccc1C(=O)NC1CC2CCC(C1)N2Cc1ccccc1 (centres undefined) | -9 | x | x | 8 | -9 | x | x | -1
COc1cccc(/C=N/N2CCN(c3ccc(Cl)cc3)CC2)c1OC | -13 | -3 | 0.0 | -3 | -7 | -3 | 3 | 1

Reformatted: 2 of the compounds above
SMILES	ARNT TACC3 PPI	PglD inh	E-selectin induc	ERp5 block	RAD52 inh	RAD54 branch	esBAF inh	CASP6 VEID inh
CCCC#Cc1ccc2c(c1)O[C@@H](CN(C)S(=O)(=O)c1cccc(F)c1)[C@H](C)CN([C@H](C)CO)S2(=O)=O	1	1	-0.3	-1	-3	5	7	-2
CC(=O)c1c(C)[nH]c(C(=O)OCc2cccc(C)c2)c1C	x	4	-0.1	-2	-19	4	54*	-3

(list continues)
SMILES | ARNT TACC3 PPI | PglD inh | E-selectin induc | ERp5 block | RAD52 inh | RAD54 branch | esBAF inh | CASP6 VEID inh
COc1ccc(S(=O)(=O)N[C@@H]2CC[C@H](CCNC(=O)CN3CCOCC3)O[C@@H]2CO)cc1 | -14 | -2 | 0.9 | -4 | 4 | 0 | -1 | 0
O=C([C@H]1[C@H](CO)[C@H]2Cn3c(cccc3=O)[C@@H]1N2C(=O)CC1CC1)N1CCc2ccccc2C1 | x | x | -0.4 | 7 | -4 | x | x | -1
CCCc1nc2c(C)cc(Br)cn2c1Cc1ccc(OC)cc1C | x | 2 | x | 3 | -15 | 1 | 2 | 1
Cc1noc(C)c1S(=O)(=O)Nc1ccc2c(c1)C(=O)N([C@@H](C)CO)C[C@H](C)[C@H](CN(C)S(=O)(=O)c1cccs1)OCCCC[C@@H](C)O2 | -2 | 0 | x | x | x | -6 | 12 | x
CC(C)(C)OC(=O)N1CCC[C@H]1C(=O)NCc1ccc(F)cc1F | x | x | 0.0 | -3 | -13 | x | x | 0
Cc1ccc(C(=O)Nc2ccc(C(=O)N/N=C/c3ccc(C)o3)cc2)cc1 | 31 | -3 | x | 0 | -13 | 1 | 19 | 3
C=CCn1c(SCc2cc(=O)n3ccsc3n2)nnc1C1CCCCC1 | -1 | 4 | x | x | x | -2 | -6 | x
OC1=C(O)c2nc3ccccc3nc21 | 0 | 3 | x | -5 | -15 | -1 | 0 | 6
CCCCN(C(=O)c1cccc(-n2cnnn2)c1)c1c(N)n(CC(C)C)c(=O)[nH]c1=O | -5 | -2 | -0.4 | 13 | -2 | -5 | -3 | 0
CC1=C(C(=O)Nc2ccc(Cl)cc2)C2(CCCCC2)C(C(N)=O)C(=S)N1 (centres undefined) | x | x | -0.1 | 0 | -24 | x | x | 8
Cc1ccc(S(=O)(=O)C(C#N)c2nc3ccccc3nc2N2CCC(C)CC2)cc1 (centres undefined) | -1 | 0 | x | x | x | -4 | 31 | x
CSc1ncc2c(n1)-c1cc(C)ccc1SC2 | 5 | 10 | x | x | x | -4 | -10 | x
O=C(COC(=O)c1ccccc1F)Nc1ccc2c(c1)OCCO2 | 1 | -1 | 0.1 | -5 | 12 | 11 | 1 | -1
Cc1ccc(S(=O)(=O)N(C)C[C@H]2OCCCC[C@H](C)Oc3ccc(NS(=O)(=O)c4ccccc4)cc3C(=O)N([C@H](C)CO)C[C@@H]2C)cc1 | 1 | 3 | 0.5 | 1 | -22 | -23 | 0 | -2
C[C@H](O)C#Cc1cnc2c(c1)C(=O)N([C@H](C)CO)C[C@H](C)[C@@H](CN(C)Cc1ccccn1)O2 | 7 | 2 | 0.0 | 10 | 6 | -22 | 3 | 0
CC(=O)c1c(N2CCN(Cc3ccccc3)CC2)nc(=S)n(-c2ccccc2)c1C | 0 | x | 5.1 | -1 | -66 | x | x | -1
Cc1cc(-n2c(SCCC#N)nnc2-c2cccnc2)ccc1Cl | 0 | 4 | x | x | x | -1 | -9 | x
COc1ccc(/C=C(\C#N)C(=O)OCC(=O)NC2CC2)cc1 | 21 | x | x | 4 | -3 | x | x | 2
Cc1ccc(CNC(=O)c2ccc(N3CCC4(CC3)CC(c3cccc(Br)c3)=NO4)c(NC(=O)c3ccc(Cl)c([N+](=O)[O-])c3)c2)cc1 | 0 | 1 | 0.0 | -6 | -18 | 0 | 7 | -3
C[C@@H]1CN([C@@H](C)CO)C(=O)c2cccc(NS(C)(=O)=O)c2O[C@H]1CN(C)S(=O)(=O)c1ccc(Cl)cc1 | -6 | 2 | -3.4 | -8 | 3 | -2 | -5 | 2
COc1cccc(NC(=O)Nc2ccc3c(c2)OC[C@@H](C)NC[C@H](C)[C@@H](OC)CN(C)C3=O)c1 | -6 | -2 | -0.3 | 8 | 76* | 1 | 9 | -12
Cc1ccc(S(=O)(=O)N2CCCc3nc(-c4ccc(F)cc4)ccc32)cc1 | x | x | 1.1 | 4 | -4 | x | x | -1
COc1cccc(-c2ccc([C@H]3[C@@H](CO)N4C(=O)CN(C(=O)NC(C)C)C[C@@H]34)cc2)c1 | x | x | -0.6 | 3 | 0 | x | x | -2
CSc1nnc2c(n1)OC=Nc1ccc(Br)cc1-2 | 0 | -5 | 6.2 | -10 | -22 | 6 | x | 0
CC(C)N(C(=O)[C@H]1C[C@H](CC(=O)NCc2ccco2)C(=O)N2CCc3c([nH]c4cc(CCC(=O)N(C)C)ccc34)[C@]12C)C(C)C | 2 | 1 | -0.1 | 1 | -19 | 4 | -2 | 3
CCOC(=O)c1csc(-c2snnc2C)n1 | 1 | x | x | -7 | 0 | x | x | 6
COC(=O)c1cccc(NC(=O)Cn2nnc3ccccc32)c1 | -4 | -3 | x | x | x | -5 | 9 | x
C=CCNc1nc(C(=O)OCC(=O)Nc2ccc(S(N)(=O)=O)cc2)cs1 | 44 | -2 | x | 13 | -8 | -25 | -6 | 3
C[C@@H]1CN([C@H](C)CO)C(=O)c2cccc(NC(=O)c3ccncc3)c2O[C@H]1CN(C)C(=O)Nc1ccc(F)cc1 | x | 0 | 0.0 | -2 | -1 | -20 | -2 | 2
Cc1ccc(CCNC(=O)C2CCN(S(=O)(=O)N3CCOCC3)CC2)cc1 | -8 | 2 | -0.1 | 10 | -12 | 2 | -1 | -3
Cn1c(=O)oc2cc(S(=O)(=O)NCc3ccccc3)ccc21 | 12 | -1 | x | x | x | -1 | 0 | x
O=C(O)CCCC(=O)Nc1nc(-c2ccc(F)cc2)cs1 | 1 | -4 | x | x | x | -7 | -1 | x
CCc1nnc(NC(=O)C(C)Sc2ccccc2)s1 (centres undefined) | -3 | -2 | 0.4 | 3 | -14 | 3 | -1 | 0
COc1ccc(NC(=O)C(C2CC2)n2c(=O)c(-c3cc4ccccc4[nH]3)nc3ccccc32)cc1 (centres undefined) | x | x | 0.4 | -1 | -19 | x | x | 1
OCCC1CN(Cc2ccc(Oc3ncccn3)cc2)CCN1C1CCCC1 (centres undefined) | 6 | x | x | 2 | -15 | x | x | 0
Cc1n[nH]c(C)c1CCNCc1ccc(OCC(O)CN2CCCCC2)cc1 (centres undefined) | 11 | x | x | 2 | 12 | x | x | -34

No enrichment for hits (roughly 3.2% active in at least one column).
